Screens (PubChem)
FEN1 inhibitor – inhibitors of human flap endonuclease 1; AID 588795; Recombinant FEN1 flap cleavage, fluorescence, 15 min; 390,000 tested, 0.35% active; P39748; Potency, µM (titrated, usually from 114 µM), for inactives: at the top dose activity change, negative = inhibition, most hits filed as inhibitors; also: nearly all actives have a fitted effect of over 65% in size
Target sequence (P39748 whole entry, looked up): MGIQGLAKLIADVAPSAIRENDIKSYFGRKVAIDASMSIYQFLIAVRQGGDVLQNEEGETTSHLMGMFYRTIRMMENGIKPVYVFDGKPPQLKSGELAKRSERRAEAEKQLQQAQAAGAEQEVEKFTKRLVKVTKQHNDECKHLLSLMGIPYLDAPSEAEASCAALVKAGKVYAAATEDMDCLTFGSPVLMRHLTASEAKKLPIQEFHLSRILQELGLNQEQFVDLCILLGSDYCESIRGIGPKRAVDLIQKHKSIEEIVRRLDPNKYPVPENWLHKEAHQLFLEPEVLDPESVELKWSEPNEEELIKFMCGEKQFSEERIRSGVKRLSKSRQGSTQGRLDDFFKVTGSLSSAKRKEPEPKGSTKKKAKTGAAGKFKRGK
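Reaction started by adding substrate (50 nM final) to 10 nM enzyme after 15 min room-temperature compound preincubation. Reads at 0 and 15 min, with data normalized and fitted to a four-parameter Hill equation.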
TDP1 block – TDP1 (human) enzyme inhibition. Q9NUW8. recombinant TDP1, AlphaScreen DNA substrate cleavage. Potency, µM (titrated, usually from 130 µM), for the others: at the top dose activity change, negative = inhibition, usual class: inhibitors. 350,000 tested, 0.28% active. AID 485290; also: nearly all actives have a fitted effect of over 40% in size
Target sequence (Q9NUW8 whole entry, looked up): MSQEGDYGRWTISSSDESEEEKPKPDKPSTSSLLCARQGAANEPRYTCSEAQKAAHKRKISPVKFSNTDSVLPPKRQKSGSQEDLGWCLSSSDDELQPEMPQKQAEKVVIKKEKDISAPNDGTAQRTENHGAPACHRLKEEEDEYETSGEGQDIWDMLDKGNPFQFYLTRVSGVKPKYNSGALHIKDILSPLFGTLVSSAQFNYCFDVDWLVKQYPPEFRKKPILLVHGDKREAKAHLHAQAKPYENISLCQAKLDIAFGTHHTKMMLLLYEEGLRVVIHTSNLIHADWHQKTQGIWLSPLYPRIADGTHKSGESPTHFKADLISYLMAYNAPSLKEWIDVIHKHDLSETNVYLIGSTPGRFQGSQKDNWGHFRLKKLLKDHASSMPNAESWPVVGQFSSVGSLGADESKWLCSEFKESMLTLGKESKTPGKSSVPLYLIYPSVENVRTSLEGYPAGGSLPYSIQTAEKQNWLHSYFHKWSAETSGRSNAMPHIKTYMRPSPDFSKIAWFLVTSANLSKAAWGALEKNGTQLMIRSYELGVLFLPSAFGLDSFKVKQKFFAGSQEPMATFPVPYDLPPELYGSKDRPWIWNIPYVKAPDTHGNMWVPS
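Compounds were preincubated with Tdp1 (1 nM final) for 15 min at room temperature before substrate (15 nM final) started a 5 min reaction; beads (10 ug/ml final) were then added for 10 min before AlphaScreen detection.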
N370S GC mod – inhibits or activates N370S mutant glucocerebrosidase | P04062 | 330,000 tested, 0.092% active | N370S GC spleen homogenate, 4MU-glucoside fluorescence | Potency, µM (doses to about 59.4 µM), without a hit: at the highest dose activity change, negative = inhibition, most hits filed as inhibitors;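 also: 0% = full enzyme activity and -100% = no enzyme basal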
* = called active by the depositor; ? = inconclusive; . = no result given; & = joins results of further samples; [ ] = remark or other dose. Calls follow the shape of the dose curve; as a rule, active = well fitted curve in the direction sought with a large enough effect; inconclusive = small, poorly fitted or top-dose-only effect, or another doubt; inactive = no such curve, though single readings can be large; an effect the other way counts as inactive or inconclusive. Unless noted, % is scaled to controls: 0 for no effect and ±100 for the full control effect; potency is read from the fitted curve at half-maximal effect.

SMILES	FEN1 inhibitor	TDP1 block	N370S GC mod
CCC(CC)c1nnc(NC(=O)c2ccc([N+](=O)[O-])cc2)s1	6.5%	2.3%	-5.4%
O=C(CSc1n[nH]c(-c2ccncc2)n1)NCCc1ccccc1	2.9%	5.5%	-0.4%
COc1cccc(-c2nc3c(c(C)nn3-c3ccccc3)c3cc(OC)c(OC)cc23)c1	-14.0%	-9.3%[12.3 µM]	.
COCC(C)NC(=O)CSc1nc(-c2ccccc2)c(-c2ccccc2)o1 (stereo not given)	-10.2%	6.6%	?
CCOc1ccccc1NC(=O)C(=O)NCC(c1cccnc1)N1CCN(c2ccccc2)CC1 (stereo not given)	-0.8%	3.9%	.
O=C(Nc1ccc(C(F)(F)F)cc1Cl)c1ccc(Cn2cc(Br)cn2)o1	-17.2%	-6.1%	?
CCn1cc(SCC(=O)NCC2CCCO2)c2ccccc21 (stereo not given)	-2.2%	.	3.1%
Cc1noc(C)c1NC(=O)Nc1cccc2c1O[C@H](CN(C)C(=O)NC(C)C)[C@@H](C)CN([C@H](C)CO)C2=O	-3.9%	-0.1%	.
COc1cccc(NC(=O)N2CCCc3ccccc32)c1	-0.8%	0.0%	23.7%
COc1ccccc1N(Cc1cc2cccc(C)c2[nH]c1=O)C(=O)c1cccc(Cl)c1	3.0%	4.9%	.
C[C@@]12CCC3[C@@](CCC4[C@@]3(C)CCC[C@@]4(C)C(=O)NC3CCCCC3)(CC1=O)C2 (stereo not given in full)	-8.7%	0.3%	.
COc1ccc(S(=O)(=O)N2CCCCCC2)cc1C(=O)OCC(=O)NC(C)(C)C	-1.2%	10.7%	11.5%
COC(=O)C1=C(N)Oc2cc(C)n(CC3CCCO3)c(=O)c2C1c1ccccc1 (stereo not given)	-7.3%	-1.0%	3.6%
COc1ccc(S(=O)(=O)N2CCCC2C(=O)NCc2cccs2)cc1 (stereo not given)	5.7%	-1.9%	-21.8%
Cc1ccc(NC(=O)C(=O)NCC(c2ccc3c(c2)OCO3)N2CCOCC2)cc1C (stereo not given)	0.2%	-2.2%	.
O=C(O)c1ccc(CSc2nc(-c3ccccc3)cc(C(F)(F)F)n2)cc1	0.6%	4.3%	17.0%
CC(=O)Nc1ccc(C(=O)Cn2c3[n+](c4c(F)c(F)ccc42)CCCCC3)cc1	-1.4%	2.7%	21.0%
COc1ccc(S(=O)(=O)N2CCCOC2CNC(=O)C(=O)NCCCn2ccnc2)cc1OC (stereo not given)	-1.2%	0.0%	-1.0%
C[C@H]1[C@H]2CC[C@H]3[C@@H]4CC=C5C[C@@H](N(C)C)CC[C@]5(C)[C@H]4CC[C@]23CN1C	.	2.1%	-4.8%
CC(=O)Nc1ccc(S(=O)(=O)N2CCC(NC(=O)C(Cc3ccc(C)cc3)NC(C)=O)CC2)cc1 (stereo not given)	1.2%	0.3%	-11.8%
COc1ccc(C(=O)N/N=C/c2ccc(OC(=O)c3ccccc3)cc2)cc1	-2.1%	1.2%	-3.0%
O=C(COC(=O)C1CC2CCCC(C1)C2=O)Nc1ccccc1 (stereo not given)	-0.1%	0.9%	.
CCn1c(SCC(=O)Nc2nccs2)nnc1C1CC1	18.6%	1.4%	-0.1%
COc1ccc(CN(C(=O)c2nsc(Cl)c2Cl)C(C(=O)NC2CCCC2)c2ccc(OC)cc2)cc1 (stereo not given)	-5.5%	5.5%	2.5%
Nc1c2c3c(sc2nc(=O)n1N)CCCC3	3.8%	3.0%	-5.9%

Part of the list above, with two lines to a compound:
Values in the order – FEN1 inhibitor, TDP1 block, N370S GC mod
- CCC(CC)c1nnc(NC(=O)c2ccc([N+](=O)[O-])cc2)s1
  6.5%, 2.3%, -5.4%
- O=C(CSc1n[nH]c(-c2ccncc2)n1)NCCc1ccccc1
  2.9%, 5.5%, -0.4%
- COc1cccc(-c2nc3c(c(C)nn3-c3ccccc3)c3cc(OC)c(OC)cc23)c1
  -14.0%, -9.3%[12.3 µM], .
- COCC(C)NC(=O)CSc1nc(-c2ccccc2)c(-c2ccccc2)o1 (stereo not given)
  -10.2%, 6.6%, ?
- CCOc1ccccc1NC(=O)C(=O)NCC(c1cccnc1)N1CCN(c2ccccc2)CC1 (stereo not given)
  -0.8%, 3.9%, .
- O=C(Nc1ccc(C(F)(F)F)cc1Cl)c1ccc(Cn2cc(Br)cn2)o1
  -17.2%, -6.1%, ?
- CCn1cc(SCC(=O)NCC2CCCO2)c2ccccc21 (stereo not given)
  -2.2%, ., 3.1%
- Cc1noc(C)c1NC(=O)Nc1cccc2c1O[C@H](CN(C)C(=O)NC(C)C)[C@@H](C)CN([C@H](C)CO)C2=O
  -3.9%, -0.1%, .
- COc1cccc(NC(=O)N2CCCc3ccccc32)c1
  -0.8%, 0.0%, 23.7%
- COc1ccccc1N(Cc1cc2cccc(C)c2[nH]c1=O)C(=O)c1cccc(Cl)c1
  3.0%, 4.9%, .
- C[C@@]12CCC3[C@@](CCC4[C@@]3(C)CCC[C@@]4(C)C(=O)NC3CCCCC3)(CC1=O)C2 (stereo not given in full)
  -8.7%, 0.3%, .
- COc1ccc(S(=O)(=O)N2CCCCCC2)cc1C(=O)OCC(=O)NC(C)(C)C
  -1.2%, 10.7%, 11.5%
- COC(=O)C1=C(N)Oc2cc(C)n(CC3CCCO3)c(=O)c2C1c1ccccc1 (stereo not given)
  -7.3%, -1.0%, 3.6%
- COc1ccc(S(=O)(=O)N2CCCC2C(=O)NCc2cccs2)cc1 (stereo not given)
  5.7%, -1.9%, -21.8%
- Cc1ccc(NC(=O)C(=O)NCC(c2ccc3c(c2)OCO3)N2CCOCC2)cc1C (stereo not given)
  0.2%, -2.2%, .
- O=C(O)c1ccc(CSc2nc(-c3ccccc3)cc(C(F)(F)F)n2)cc1
  0.6%, 4.3%, 17.0%
- CC(=O)Nc1ccc(C(=O)Cn2c3[n+](c4c(F)c(F)ccc42)CCCCC3)cc1
  -1.4%, 2.7%, 21.0%
- COc1ccc(S(=O)(=O)N2CCCOC2CNC(=O)C(=O)NCCCn2ccnc2)cc1OC (stereo not given)
  -1.2%, 0.0%, -1.0%
- C[C@H]1[C@H]2CC[C@H]3[C@@H]4CC=C5C[C@@H](N(C)C)CC[C@]5(C)[C@H]4CC[C@]23CN1C
  ., 2.1%, -4.8%

New compounds follow:
SMILES	FEN1 inhibitor	TDP1 block	N370S GC mod
Cc1occc1-c1nnc(SCC(=O)NC2CCC(C)CC2)o1 (stereo not given)	-1.9%	1.6%	.
CC(C)CCNC(=O)CCc1nnc(Cc2c[nH]c3ccccc23)o1	8.2%	-5.4%	3.4%
CCOc1ccc(NC(=O)CC2C(=O)N(c3ccccc3)C(=O)N2Cc2ccccn2)cc1 (stereo not given)	-1.4%	3.9%	.
Cc1ccc(-c2noc(CNC(=O)c3ccoc3C)n2)cc1	10.0%	7.5%	-4.7%
CCSc1nc(O)c(C(c2cccc(OC)c2)c2c(O)nc(SCC)[nH]c2=O)c(=O)[nH]1	-1.1%	.	-1.8%
COc1ccc(N2CC(C(=O)Nc3nc4ccc(F)cc4s3)CC2=O)c(OC)c1 (stereo not given)	-7.5%	2.8%	-18.3%
CC(=O)COc1ccc2cc(-c3ccccc3)c(=O)oc2c1	-10.2%	.	?
N#Cc1c(SCC(=O)Nc2ccccc2)nsc1SCC(=O)Nc1ccccc1	-14.4%	-2.7%	-1.3%
O=C(c1ccc(N2CCCC2=O)cc1)N1CCOCC1	-9.9%	-4.1%	2.8%
CC(=O)NC(Cc1c[nH]c2ccccc12)C(=O)N/N=C/c1ccccc1 (stereo not given)	10.8%	4.9%	3.9%
COc1ccc(CNC(=O)C2CCN(S(=O)(=O)c3ccc(-c4nn[nH]n4)cc3)CC2)cc1	5.4%	-4.7%	-15.2%
CCOC(=O)N1CCN(S(=O)(=O)c2ccc(C(=O)N(CCN(CC)CC)c3nc4ccc(C)cc4s3)cc2)CC1	-9.3%	8.5%	0.6%
O=C(CCCCCNS(=O)(=O)c1ccc(Br)cc1)NCCN1CCOCC1	6.9%	-4.0%	-0.7%
COc1ccccc1N(CC(=O)N/N=C/c1c(O)ccc2ccccc12)S(C)(=O)=O	-20.2%	10.3%	?
Cc1ccc(S(=O)(=O)Nc2cc(S(=O)(=O)N3CCOCC3)ccc2NCC2CCCO2)cc1 (stereo not given)	6.8%	3.6%	.
O=C(NCCS(=O)(=O)N1CCC2(CC1)OCCO2)c1ccccc1	1.2%	.	-3.8%
CS(=O)(=O)NCC(c1cccnc1)N1CCN(c2ccccc2F)CC1 (stereo not given)	22.5%	4.2%	0.3%
CCS(=O)(=O)N1CC(=O)N(c2cc(C)cc(C)c2)C(C)(C(=O)NC2CCCCC2)C1 (stereo not given)	12.3%	7.5%	.
CCc1ccc(C2CC(c3ccc(F)cc3)Nc3nc(N)nn32)cc1 (stereo not given)	-6.6%	2.2%	1.7%
O=C(CNC(=O)c1ccc(F)cc1)OCc1cc(=O)n2ccsc2n1	1.3%	-0.6%	.
O=C(NS(=O)(=O)Nc1ccccn1)c1c[nH]c2ccccc12	-10.4%	4.1%	-9.8%
NC(=O)c1ccsc1NC(=O)COC(=O)CCOc1ccccc1	?	.	-18.8%
Cc1cccc(Cn2cc3c(=O)n(CC(=O)Nc4c(C)cccc4C)nc-3c3cc(F)ccc32)c1	-0.9%	2.8%	.
COc1ccccc1OCC(=O)Nc1nonc1NC(=O)COc1ccccc1OC	-11.5%	2.6%	11.3%
CC(=O)Nc1ccc(S(=O)(=O)N2CCCCC2C(=O)O)cc1 (stereo not given)	-1.1%	2.7%	-3.5%
(listing goes on)
SMILES	FEN1 inhibitor	TDP1 block	N370S GC mod
CCOc1cc(C2NC(=O)c3ccccc3O2)ccc1OC(C)C (stereo not given)	2.2%	.	2.0%
Cc1ccc(NC(=O)N2CCCn3c(SCC(=O)c4ccccc4)nnc32)cc1	3.7%	1.4%	16.4%
Cc1cccc(NC(=O)CN2C(=O)COc3ccc(S(=O)(=O)N4CCC(C)CC4)cc32)c1C	-5.5%	0.0%	.
CCCOc1ccc(/C=N/NC(=O)C(C)Sc2ccccn2)cc1OCC (stereo not given)	-2.0%	5.8%	1.6%
S=C1COC(c2ccccc2)N1c1ccccc1 (stereo not given)	-6.0%	0.0%	-7.5%
CC[N+]1(CC)CC2CCC(C)(C1)C2(C)C (stereo not given)	18.5%	2.5%	11.7%
CCN(CC)CCNC(=O)c1c2c(nc3ccccc13)C(=O)N(C1CCCCC1)C2	5.3%	4.5%	.
Cc1ccc(-n2nc3c(N4CCC(C(=O)NCCc5cccs5)CC4)nnc(C)c3c2C)cc1	5.0%	1.6%	0.8%
Cc1cc(C)cc(C(=O)N(CCc2ccccc2)C2=CC3CCC(C2)N3C)c1 (stereo not given)	23.8%	3.4%	-22.0%
COc1cccc(NC(=O)C2CCN(c3nn4cc(-c5ccc(F)cc5)nc4s3)CC2)c1	1.3%	6.2%	.
CC12CCC(C(=O)Nc3nccs3)(OC1=O)C2(C)C (stereo not given)	13.1%	1.0%	7.0%
COC(=O)c1ccccc1NS(C)(=O)=O	0.6%&-4.8%	1.0%	.
CCCCc1nnc(NC(=O)CSc2nc(O)c(-c3ccccc3)c(=O)[nH]2)s1	0.0%	0.0%	5.8%
CCC1CCCCC1	.	10.8%	-8.5%
CC(NC(=O)c1ccc(Br)s1)c1ccncc1 (stereo not given)	-1.4%	-1.8%	4.5%
CC(C)CNC(=O)c1ccccc1N(Cc1ccccc1)S(C)(=O)=O	24.0%	.	1.0%
CSC1=C(C#N)C(c2ccccc2Cl)C2=C(CCCC2=O)N1 (stereo not given)	.	-2.0%	-3.1%
CCOC(=O)c1oc2ccccc2c1CSc1nnnn1-c1ccc(OC)cc1	7.4%	7.2%	-5.4%
COc1cc(OC)cc(C(=O)Nc2cc(-c3nc4ccccc4s3)ccc2OC)c1	-4.7%	5.8%	.
O=C(Nc1cccc(Cl)c1)N(CCN1CCOCC1)Cc1ccccc1F	-7.3%	2.0%	-12.0%
O=C(c1cc(-c2ccc(Br)cc2)n[nH]1)N1CCN(S(=O)(=O)c2ccc(Cl)s2)CC1	1.3%	8.7%	.
Cc1cccc(-c2nc(SCC(=O)NCC3CCCO3)c3c(=O)n(C)c(=O)n(C)c3n2)c1 (stereo not given)	0.7%	2.7%	.
Cc1cc(C)n2nc(SCc3nnc(SCc4ccccc4C)s3)nc2n1	-12.4%	6.6%	9.1%
COc1ccccc1NCCC(=O)OCC(=O)Nc1ccccc1Cl	1.1%	5.1%	.
COc1ccc(C(NC(=O)c2ccccc2F)NC(=O)c2ccccc2F)cc1	1.0%	5.4%	-15.3%
